MmCpn inh: inhibitors of Methanococcus maripaludis chaperonin (MmCpn) | AID 504842 | 330,000 tested, 0.031% active | Potency, µM (doses to about 76.9 µM), for the others: top-dose activity, negative = inhibition, usual class: inhibitors | purified Mm-Cpn ATPase, ADP Transcreener TR-FRET; note: potency is the fitted concentration of half-maximal effect; % is set by controls: 0 for no effect and ±100 for the full control effect; nearly all actives have a fitted effect of over 80% in size
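Purified archaeal Mm-CPN (25nM final) preincubated 10 min at 37degC with compound, then 10uM ATP for 30 min at 37degC; ADP measured by HTRF Transcreener TR-FRET; buffer 30 mM TRIS pH 7.4, 100mM KCl, 5mM MgCl2, 1mM DTT.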
Nrf2 inh: Nrf2 pathway inhibition | A549 ARE-Fluc reporter, luciferase luminescence, 18-24 h | Potency, µM (highest dose often 46 µM), inactives show top-dose activity change, negative = inhibition, actives largely listed as inhibitors | 360,000 tested, 2.1% active; note: potency is the fitted concentration of half-maximal effect; % is set by controls: 0 for no effect and ±100 for the full control effect; nearly all actives have a fitted effect of over 60% in size
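Nrf2 activity is the BugLite luminescence, read 15 min after reagent at room temperature, following CellTiter-Fluor cytotoxicity readout (30 min, 37C). Compound titrations were applied for 18-24 h to 5000 A549 ARE_Fluc cells/well in 5% FBS OPTI-MEM.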
HepG2 tox: counter-screen for TGF-b inhibitors: cytotoxicity in HepG2 cells | Potency, µM (doses to about 46.1 µM), for inactives: at the highest dose activity change, negative = cytotoxicity, actives largely listed as cytotoxic | 410,000 tested, 0.76% active | HepG2 CAGA-GFP viability, ATP luminescence, 18 h | AID 588856; note: potency is the fitted concentration of half-maximal effect; some results filed as inactive show a strong effect at the top dose
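CellTiter-Glo luminescence gave cytotoxicity after 18 hours at 37 degrees C. The cells were HepG2 CAGA-GFP in 1% FBS DMEM, stimulated with 500 pg/mL TGF-beta after compound addition. %Activity was normalised to no-cell wells (complete cell-killing) and DMSO (no toxicity), and curves were fitted and classified.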
Nrf2 activator: activates Nrf2 signaling. AREc32 ARE-luciferase reporter (MCF7-derived line), luminescence, 24 h. Potency, µM (series often up to 46.1 µM), inactives show at the highest dose activation, most hits filed as activators. 410,000 tested, 0.31% active; note: potency is the fitted concentration of half-maximal effect; % of control where 0% means no effect; nearly all actives have a fitted effect of over 65% in size
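AREc32_Fluc, 1000 cells/well, OPTI-MEM + 5% FBS, o/n 37 deg C 5% CO2; 23 nL cpd by pin tool, 24 hr; Steady-Glo 30 min RT, luminescence.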
TGFb SMAD3 inh: TGF-b pathway inhibition | HepG2 CAGA-GFP TGF-b/SMAD3 reporter, GFP fluorescence, 18 h; TGF-beta stimulated, 500 pg/mL final | Potency, µM (doses to about 46.1 µM), for inactives: at the highest dose activity, negative = inhibition, most hits filed as inhibitors | AID 588855 | 410,000 tested, 1.2% active; note: potency is the fitted concentration of half-maximal effect; % is set by controls: 0 for no effect and ±100 for the full control effect; nearly all actives have a fitted effect of over 65% in size
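TGF-beta reporter screen: HEPG2 CAGA-GFP, 1% FBS, 500 pg/mL TGF-beta final, 18 h; per-cell GFP summed per well; curves fitted and categorized by class.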
CCT modulator: changes cytosolic chaperonin activity | activity change, % (test concentration not listed), hits read low | AID 651819 | 360,000 tested, 0.3% active | purified chaperonin ATPase assay, HTRF ADP detection, 30 min; in the data active = activity change below about -30%; note: % is set by controls: 0 for no effect and ±100 for the full control effect
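Enzyme 40 or 20 nM (batch-dependent) in Tris pH 7.4/KCl/MgCl2/DTT; cpd 76 uM single point; ATP 10 uM; 30 min 37 °C; Transcreener ADP HTRF detection, 30 min RT; ratio 665/615.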
Akt phos inh: inhibitors of Akt phosphorylation; AID 651550; 360,000 tested, 0.32% active; Neuro2A IGF-stimulated pAkt S473 HTRF, 20 min; active compounds read low; activity change, % for hits at 50 µM; in the data active = activity change below about -80%; inconclusive = mostly about -51% to -80%; note: % is set by controls: 0 for no effect and ±100 for the full control effect
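Single-point screen (50 µM final compound) in Neuro2A cells stimulated 20 min with 6 nM IGF at 37 deg C. After lysis, Ser473-phosphorylated Akt read by HTRF (ex 330 nm, em 615/665 nm) as the 665/615 ratio.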
A549 viability: counter-screen for Nrf2 inhibitors: cytotoxicity in A549 cells. A549 ARE-Fluc cells, CellTiter-Fluor viability, 18-24 h. Potency, µM (top dose mostly 46 µM), inactives show at the top dose activity change, negative = cytotoxicity, most hits filed as inhibitors. 390,000 tested, 0.16% active. AID 504648; note: potency is the fitted concentration of half-maximal effect; % is set by controls: 0 for no effect and ±100 for the full control effect
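A549 ARE_Fluc cells in 5% FBS OPTI-MEM were exposed to compounds in concentration-response for 18-24 h at 37 deg C. Viability was read by CellTiter-Fluor fluorescence (Ex 405/Em 525) after 30 min, before the luciferase read.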
S2 tox: cell viability loss in ATXN counter-screen | Potency, µM (series often up to 56.7 µM), most hits filed as cytotoxic | AID 651635 | 400,000 tested, 0.49% active | S2 cells (HEK-293 line with an ATXN2-luciferase reporter) viability, CellTiter-Fluor protease fluorescence, 24 h; note: potency is the fitted concentration of half-maximal effect; nearly all actives have a fitted effect of over 40% in size
An asterisk follows results filed as active; i = inactive; ? = inconclusive; / = no result given; & = joins results of further samples; [ ] = another dose, or the depositor's remark. Unless noted, calls come from the whole dose curve; as a rule, active = well fitted curve in the direction sought with a large enough effect; inconclusive = small, poorly fitted or top-dose-only effect, or another doubt; inactive = no such curve, though single readings can be large; an effect the other way counts as inactive or inconclusive.

mol | MmCpn inh | Nrf2 inh | HepG2 tox | Nrf2 activator | TGFb SMAD3 inh | CCT modulator | Akt phos inh | A549 viability | S2 tox
Cc1noc(C)c1C(=O)OC(C)C(=O)c1ccc(C(C)(C)C)cc1 (centres undefined) | / | / | 4% | 0.2% | 4% | 0.9 | i | / | i
COCC(C)OC(=O)c1c(N)n(-c2ccc(OC)c(OC)c2)c2nc3ccccc3nc12 (centres undefined) | 0% | -2% | 7% | -0.6% | 0% | -2.1 | i | 3% | i
CC[C@@]1(C(=O)OC)N[C@H](CN(C)S(=O)(=O)c2ccc(F)cc2)[C@@H]2C(=O)N(C)C(=O)[C@@H]21 | 0% | 19% | 5% | 0.0% | 9% | 0.2 | i | 0% | i
O=C(Cn1nc(-c2ccccc2)c2ccccc2c1=O)Nc1ccc(O)cc1 | -1% | 4% | -1% | -2.1% | 6% | -0.8 | i | 2% | i
Cc1ccc(CN2C(=O)CCC2C(=O)NCc2ccccc2Cl)cc1 (centres undefined) | -1% | 7% | 3% | 0.0% | 17% | -0.3 | i | -2% | i
Cc1ccc(-c2nc3c4ccccc4ccn3c2CN2CCCCC2)cc1 | 1% | 14% | -30% | 8.9% | ? | -2.0 | i | 1% | i
COc1ccc(S(=O)(=O)N2CCOCC2)cc1C(=O)N1CCCC1 | 2% | 18% | -30% | 0.3% | 1% | 2.1 | i | 0% | i
Cc1ccc(NC(=O)CN2CCC3(O)CCCCC3C2c2ccc3c(c2)OCO3)c(C)c1 (centres undefined) | -1% | / | -28% | -0.1% | -12% | -2.5 | i | -7% | ?
CCOc1ccc(S(=O)(=O)N2CCC(C(=O)Nc3ccc(C)c(S(=O)(=O)N4CCOCC4)c3)CC2)cc1 | / | ? | -15% | 2.0% | ? | 1.6 | i | -7% | ?
OCC1OC(n2cnc3c(NO)ncnc32)C(O)C1O (centres undefined) | / | 19% | 6% | / | -6% | / | / | -3% | /
O=C(CCC(=O)c1ccc(F)cc1)Nc1cccc(Br)c1 | ? | -21% | -5% | -0.6% | 0% | 1.8 | i | 2% | i
CCc1ccc(C2CC(=O)c3c([nH]c(C(=O)OCc4ccc(C)cc4)c3C)C2)cc1 (centres undefined) | / | -13% | -2% | 0.2% | 19% | / | / | -5% | i

Taken from the entries so far (four entries):
mol | MmCpn inh | Nrf2 inh | HepG2 tox | Nrf2 activator | TGFb SMAD3 inh | CCT modulator | Akt phos inh | A549 viability | S2 tox
CCOc1ccc(S(=O)(=O)N2CCC(C(=O)Nc3ccc(C)c(S(=O)(=O)N4CCOCC4)c3)CC2)cc1 | / | ? | -15% | 2.0% | ? | 1.6 | i | -7% | ?
OCC1OC(n2cnc3c(NO)ncnc32)C(O)C1O (centres undefined) | / | 19% | 6% | / | -6% | / | / | -3% | /
O=C(CCC(=O)c1ccc(F)cc1)Nc1cccc(Br)c1 | ? | -21% | -5% | -0.6% | 0% | 1.8 | i | 2% | i
CCc1ccc(C2CC(=O)c3c([nH]c(C(=O)OCc4ccc(C)cc4)c3C)C2)cc1 (centres undefined) | / | -13% | -2% | 0.2% | 19% | / | / | -5% | i

Other compounds:
mol | MmCpn inh | Nrf2 inh | HepG2 tox | Nrf2 activator | TGFb SMAD3 inh | CCT modulator | Akt phos inh | A549 viability | S2 tox
C=CCn1c(SCC(=O)NC(=O)Cc2ccccc2)nnc1-c1ccccc1F | 0% | -1% | 1% | 0.1% | -7% | -3.5 | i | 0% | i
CN(C)c1cc(-c2cccc([N+](=O)[O-])c2)oc(=O)c1Cl | 7% | 0% | 19% | 3.6% | 3% | 0.2 | i | -1% | i
CCOC(=O)c1c(NC(=O)/C=C/c2ccc(C)cc2)sc2c1CCCC2 | / | -3% | 11% | -0.2% | 35% | / | / | 1% | i
O=C(/C=C/Sc1ncn[nH]1)c1ccc(Cl)cc1 | -10% | ? | 13µM* | -1.1% | ? | -0.1 | i | 1% | 25µM*
C=C(C)Cn1c(=O)c2c(nc3n2CCN3c2cc(C)cc(C)c2)n(C)c1=O | / | ? | -10% | -0.2% | -2% | / | / | -1% | /
CCOc1ccc2nc(N3CCCC(C(=O)NCCc4ccc(SC)cc4)C3)sc2c1 (centres undefined) | / | ? | -19% | 4.3% | 8% | / | / | 5% | /
Cc1onc(-c2c(Cl)cccc2Cl)c1C(=O)N=C(N)N1CC(C)OC(C)C1 (centres undefined) | -3% | 9% | -29% | -0.2% | -7% | -1.2 | i | 8% | i
C=CCn1cccc(C(=O)Nc2ccc(OC)c(Cl)c2)c1=O | 0% | ? | -15% | 6.4% | -13% | 0.3 | i | 12% | i
CC(=O)C1=C(O)C(=O)N(c2ccc(C(=O)O)cc2)C1c1ccc([N+](=O)[O-])cc1 (centres undefined) | 1% | 0% | -7% | 0.6% | -13% | -1.6 | i | -5% | i
Cc1nc(NCCc2ccccc2)sc1C(=O)N(C)C | -8% | ? | -1% | 3.7% | 5% | -0.8 | i | 6% | i
Cc1ccc(NC(=O)CSc2ccc(-c3ccccn3)nn2)cc1F | 1% | -4%&-23% | 4%&-5% | 0.9%&4.3% | ? | 0.1 | i | -3%&0% | i
CC1(C)OC(=O)N(c2cccnc2)C1(C)O (centres undefined) | 0% | -6% | -6% | -0.3% | 5% | -1.0 | i | -2% | i
O=C(C1COc2ccccc2O1)N1CCN(c2nc3c(F)cccc3s2)CC1 (centres undefined) | / | / | -14% | -0.3% | ? | / | / | -3% | /
O=C(c1ccc(OC2CCN(Cc3cccc(F)c3)CC2)cc1)N1CCCCC1 | 1% | 14% | 1% | 0.6% | 8% | 0.1 | i | ? | ?
O=C(O)c1ccc(Oc2ccccc2)o1 | 0% | 12% | 12% | 0.2% | -8% | -0.1 | i | -1% | i
Cc1ccc(NC(=O)Cn2cc(C(=O)c3cccs3)c3ccccc32)cc1C | / | ? | -16% | 0.1% | ? | / | / | -16% | ?
Cc1ccc(NC(=O)CN2CCN(CCN=CC3=C(O)CC(C)(C)CC3=O)CC2)cc1 | 0% | / | 11% | 0.4% | 29% | 1.7 | i | -2% | i
CCC(=O)Nc1nc(C)c(C(=O)N2CCCCC2)s1 | 0% | 3% | -12% | 0.4% | -2% | -0.6 | i | 2% | i
COc1ccc(N2CCN(S(=O)(=O)CCNC(=O)C3CC(=O)N(c4ccccc4)C3)CC2)cc1 (centres undefined) | 2% | 12% | -13%&-30% | -0.5%&-0.3% | 1%&3% | 0.7 | i | 6%&3% | i
Cc1cc(NC(=O)CC(C)(C)C)nc2c1c(=O)oc1ccccc12 | -5% | 8% | 8% | ? | 1% | -1.0 | i | 2% | i
c1ccc(CN2CCN(c3nc4ccccc4c4ccccc34)CC2)cc1 | -3% | -16% | -8% | 4.3% | ? | -4.7 | i | 1% | i
CCOCCOc1nc2c(c(=O)n(C)c(=O)n2C)n1CCc1ccccc1 | -1% | -2% | 2% | 0.2% | -8% | -1.3 | i | 0% | i
Cc1cccc(C)c1OCCOC(=O)c1ccc(S(=O)(=O)N2CCCC2)cc1 | / | / | -13% | -0.9% | 9% | -0.7 | i | / | ?
CC(C)C(OC(=O)c1nsc(Cl)c1Cl)C(=O)NCc1ccc2c(c1)OCO2 (centres undefined) | -1% | -9% | -14% | -0.1% | -17% | -1.2 | / | 7% | i
COc1cccc(N2CCN(C3=NS(=O)(=O)C(c4ccc(C)cc4)=C3C)CC2)c1 | / | 0% | -13% | -1.1% | -12% | / | / | -2% | /
COc1ccc(C(=O)N2CCC(C(=O)c3c(C)cc(C)cc3C)CC2)cc1 | 0% | ? | 2% | 0.0% | 2% | -4.5 | i | 6% | i
CCCCn1c(=O)c(C(=O)c2ccccc2)nc2ccccc21 | -2% | -3% | 6% | -0.7% | -1% | 1.4 | i | -4% | i
CCOC(=O)[C@]12CCC=C1N(CCC1=CCCCC1)C(=O)[C@H](CC(=O)NCCCOC)C2 | / | / | / | -1.1% | / | -1.4 | i | / | i
Cc1ccc(S(=O)(=O)NC2CCCc3ccccc32)cc1C (centres undefined) | 0% | ? | -31% | 0.3% | -11% | -2.3 | i | -1% | i
COCCn1c(SCC(=O)Nc2c(C)n(C)n(-c3ccccc3)c2=O)nnc1-c1ccncc1 | 1% | 5% | 4% | -0.3% | 9% | 1.8 | i | -8% | i
CCOc1ccc(Nc2cc(=O)n(C)c(=O)n2C)cc1 | 0% | -13% | 1% | 2.4% | -2% | -2.7 | i | -3% | i
O=C(NCCCN1CCCC1=O)c1cccc(S(=O)(=O)N2CCCCC2)c1 | 1% | -7% | 0% | -0.5% | -1% | -1.1 | i | 0% | i
COc1ccc(-c2cc(=O)[nH]c(NCc3ccccc3)n2)cc1 | -2% | -19% | -28% | 1.7% | -16% | -2.2 | i | -3% | i
O=S(=O)(Nc1cccc(-c2cn3c(n2)SCC3)c1)c1ccc(F)cc1F | -13% | -19% | 5% | 0.4% | -1% | -0.9 | i | -7% | i
C=CCNC(=S)N/N=C/c1ccccc1OCCOc1ccccc1 | 1% | -22% | -15% | 2.8%[9.22 µM] | -6% | 0.2 | i | -2% | i
O=C(Nc1ccc2c(c1)OCO2)C1Cc2c(-c3cccnc3)ccnc2O1 (centres undefined) | / | / | -2% | 0.3%[9.22 µM] | 5% | 1.7 | i | / | i
CCOc1ccc2[nH]c3c(N4CCC5(CC4)OCCO5)ncnc3c2c1 | -2% | -20% | 10% | 2.2% | -16% | 2.2 | i | -18% | i
